From PubChem
H37Rv inhibition: M. tuberculosis growth inhibition, HTS (AID 449762). M. tuberculosis H37Rv growth inhibition, 7H9 media; higher % means a stronger effect. inhibition, % at 25 µM; hits with a dose series show IC50 in µM. 330,000 compounds, 0.59% hits; in the data active = a potency from the dose series; inconclusive = inhibition above about 70% without an active follow-up result;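 note: bacterial growth assessed after seven days of incubation; strong numbers were not always called active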
inhibitors of VEEV: inhibitors of VEEV TC-83 cytopathic effect, confirmation, Vero cells (AID 588727) | inhibition, % at 20 µM, or IC50 in µM where a hit was titrated | 350,000 compounds, 0.13% hits | Vero cells, VEEV TC-83 cytopathic effect inhibition; higher % means a stronger effect; in the data active = a potency from the dose series; inconclusive = inhibition mostly from about 14% at the one dose, without a potency; inactive = the rest, 99 in 100 with inhibition below about 12%; note: strong numbers were not always called active
Salmonella PhoP GFP: PhoP regulon inhibitors, Salmonella typhi PhoP promoter GFP reporter, confirmatory (AID 1850) | Salmonella Typhi PhoP-promoter GFP reporter, fluorescence, 4 h; higher % means a stronger effect | inhibition, % at 50 µM; hits with a dose series show IC50 in µM | 310,000 compounds, 0.33% hits; in the data active = a potency from the dose series; inconclusive = inhibition mostly from about 25% at the one dose, without a potency; inactive = the rest, 99 in 100 with inhibition below about 19%;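 note: 0% = induced wells with vehicle and 100% = uninduced wells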
influenza NS1A: NS1A inhibition, H1N1 influenza, cell based functional assay (AID 504329). NS1A functional cell-based assay, percent inhibition; higher % means a stronger effect. inhibition, % at 12.5 µM; hits with a dose series show IC50 in µM. 340,000 compounds, 0.3% hits; in the data active = a potency from the dose series; inconclusive = inhibition above about 27% without an active follow-up result; note: strong numbers were not always called active
tuberculosis growth: growth inhibition of non-replicating M. tuberculosis (AID 488890); 320,000 compounds, 0.39% hits; inhibition, % at 25 µM, or IC50 in µM where a hit was titrated; Mycobacterium tuberculosis non-replicating, growth inhibition; higher % means a stronger effect; in the data active = a potency from the dose series; inconclusive = inhibition mostly from about 82% at the one dose, without a potency; inactive = the rest, 99 in 100 with inhibition below about 76%;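 note: plate controls were DMSO cells for no effect and high antibiotic wells for full effect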
inhibitors of VEEV 10K pilot screen: recorded beside inhibitors of VEEV, whose call it bears; inhibition, %; measured here: 10K pilot screen inhibition
* hit, by the source's call; i = inactive; ? = inconclusive; / = no result given.

SMILES	H37Rv inhibition	inhibitors of VEEV	Salmonella PhoP GFP	influenza NS1A	tuberculosis growth	others
COC(=O)CN1C(=S)N(c2ccc(F)cc2)C(=O)C1CC(=O)Nc1ccc(OC)cc1 (stereo not drawn)	-5%	10%	4%	13%	-1%
COc1ccccc1N1CCN(C(=O)CNC(=O)c2cn(-c3ccccc3OC)c(=O)c3ccccc23)CC1	8%	8.0%	-14%	0%	-1%
N/C(=N\OC(=O)c1ccc(Br)cc1)c1cccc([N+](=O)[O-])c1	?	0.2%	-8%	4%	78%
COCCNC(=O)C1CC(=O)N(C2CCCC2)C1 (stereo not drawn)	-13%	i	4%	-10%	-7%
CCS(=O)(=O)N1CCN(S(=O)(=O)c2ccc(S(=O)(=O)NC3CC3)cc2)CC1	5%	i	5%	7%	-10%
Cc1cc(C)cc(CSc2nnc(C)c(=O)[nH]2)c1	-1%	4.1%	25%	-14%	25%
CCOC(=O)c1c(CN2CCOCC2)n(-c2ccccc2)c2cc(Br)c(O)cc12	20%	i	3%	-1%	7%
Cc1ccccc1-c1nc(S(=O)(=O)c2ccc(Br)cc2)c(NCc2cccnc2)o1	?	i	1%	6%	11%
Cc1c(Br)c([N+](=O)[O-])nn1CC(=O)Nc1ccc(C(C)C)cc1	-4%	0.8%	-4%	2%	9%
C/C(=N\NC(=O)c1cccc([N+](=O)[O-])c1)c1cccs1	?	0.1%	11%	-13%	18%
CCOC(=O)c1c(-c2ccccc2)csc1NC(=S)NC(=O)c1ccccc1	?	12%	-5%	-2%	72%
CC1CC(C)CN(C(=O)COc2cccnc2[N+](=O)[O-])C1 (stereo not drawn)	-3%	1.0%	/	-1%	-5%
COc1ccc(Cl)cc1NC(=O)CN(C)C(=O)Cc1ccc2c(c1)CCC2	6%	4.8%	10%	15%	26%
Cc1noc(C)c1COC(=O)c1ccc(-c2nc3ccccc3s2)s1	0%	1.4%	6%	17%	/
CC(C)(C)N(Cc1ccccc1)C(=O)COC(=O)c1cccc([N+](=O)[O-])c1	1%	1.5%	0%	2%	40%
Cc1ccc(NC(=O)COC(=O)Cn2ccc(C(F)(F)F)n2)cc1Cl	-3%	0.2%	/	0%	21%
O=C(/C=C/c1ccccc1)NC(NC(=S)Nc1cc(Cl)ccc1Cl)C(Cl)(Cl)Cl (stereo not drawn)	15%	0.6%	3%	0%	?
CC(C)CCOP(=O)(c1ccc(N(C)C)cc1)C(O)c1ccc(C(C)C)cc1 (stereo not drawn)	0%	0.1%	-16%	6%	20%
CCCCN(C)CCCNC(=O)c1ccc(N2CCCC2=O)cc1	-4%	1.7%	1%	0%	-1%
Cc1cc(NS(=O)(=O)c2ccc(NC(=O)c3cc4cc(Br)ccc4oc3=O)cc2)no1	21%	3.0%	3%	-4%	37%
COc1cc(OC)cc(C(=O)N[C@H](C(=O)OCc2cc(=O)oc3cc(C)ccc23)C(C)C)c1	0%	0.8%	0%	-3%	-10%
CCC(=O)c1ccccc1OCCN1CCN(CC)CC1	1%	0.1%	0%	-8%	-11%
COc1ccccc1C(=O)Nc1cc(Cl)ccc1O	-2%	1.0%	-19%	2%	4%
COc1ccc(CNC(=O)CCS(=O)(=O)c2ccc3c(c2)NC(=O)C(C)S3)cc1 (stereo not drawn)	-4%	0.4%	-4%	-2%	24%
CC1(C)CC(C)(O)N(Cc2ccccc2)C(=S)N1 (stereo not drawn)	9%	0.5%	-9%	-5%	-4%
CC(CNC(=O)CCc1nnc2ccc(N3CCC4(CC3)OCCO4)nn12)c1ccccc1 (stereo not drawn)	11%	4.5%	-14%	3%	9%
CC(=O)OC(/C(O)=C(\C#N)c1nc2ccccc2[nH]1)c1ccccc1 (stereo not drawn)	-7%	1.3%	-10%	2%	36%
O=C(O)CC(NCc1ccco1)C(=O)OCCc1ccccc1 (stereo not drawn)	-5%	0.4%	-3%	-1%	-15%
O=C1Cc2cc(NS(=O)(=O)c3ccc([N+](=O)[O-])cc3)cc3c2N1CCC3	22%	9.3%	9%	-3%	30%
O=C(NCc1ccccc1)C1CC(=O)N(c2ccc(OCC(=O)N3CCOCC3)cc2)C1 (stereo not drawn)	-5%	i	-2%	7%	2%

Two compounds picked at random from those above:
SMILES	H37Rv inhibition	inhibitors of VEEV	Salmonella PhoP GFP	influenza NS1A	tuberculosis growth	others
COc1ccc(CNC(=O)CCS(=O)(=O)c2ccc3c(c2)NC(=O)C(C)S3)cc1 (stereo not drawn)	-4%	0.4%	-4%	-2%	24%
CC(=O)OC(/C(O)=C(\C#N)c1nc2ccccc2[nH]1)c1ccccc1 (stereo not drawn)	-7%	1.3%	-10%	2%	36%

Structures above that have an aryl methoxy group:
SMILES	H37Rv inhibition	inhibitors of VEEV	Salmonella PhoP GFP	influenza NS1A	tuberculosis growth	others
COC(=O)CN1C(=S)N(c2ccc(F)cc2)C(=O)C1CC(=O)Nc1ccc(OC)cc1 (stereo not drawn)	-5%	10%	4%	13%	-1%
COc1ccccc1N1CCN(C(=O)CNC(=O)c2cn(-c3ccccc3OC)c(=O)c3ccccc23)CC1	8%	8.0%	-14%	0%	-1%
COc1ccc(Cl)cc1NC(=O)CN(C)C(=O)Cc1ccc2c(c1)CCC2	6%	4.8%	10%	15%	26%
COc1cc(OC)cc(C(=O)N[C@H](C(=O)OCc2cc(=O)oc3cc(C)ccc23)C(C)C)c1	0%	0.8%	0%	-3%	-10%
COc1ccccc1C(=O)Nc1cc(Cl)ccc1O	-2%	1.0%	-19%	2%	4%
COc1ccc(CNC(=O)CCS(=O)(=O)c2ccc3c(c2)NC(=O)C(C)S3)cc1 (stereo not drawn)	-4%	0.4%	-4%	-2%	24%

More entries follow:
SMILES	H37Rv inhibition	inhibitors of VEEV	Salmonella PhoP GFP	influenza NS1A	tuberculosis growth	others
CCC(=O)N/N=c1/sc2ccccc2n1C	-3%	3.4%	7%	3%	2%	inhibitors of VEEV 10K pilot screen=1.7
O=c1[nH]c2ccc(S(=O)(=O)N3CCN(c4ccc(F)cc4)CC3)cc2o1	4%	0.3%	-2%	-18%	9%
COCCNC(=O)C1CCC(CNS(=O)(=O)c2ccc(F)cc2)CC1 (stereo not drawn)	6%	0.4%	-4%	-2%	-3%
O=C(CN1CCN(S(=O)(=O)c2ccccc2[N+](=O)[O-])CC1)Nc1ccc(N2CCOCC2)cc1	-3%	1.7%	9%	-8%	3%
CC(=O)C(c1ccccc1)C(c1ccccc1)C(C)[N+](=O)[O-] (stereo not drawn)	-4%	i	5%	19%	-5%
Cc1ccc(S(=O)(=O)N(CC(=O)N/N=C/c2cccc(C)c2)c2cccc3cccnc23)cc1	5%	0.8%	0%	4%	0%
Cc1cc(C)nc(SC(C)C(=O)O)n1 (stereo not drawn)	-2%	0.5%	5%	-3%	4%
COc1ccc(NC(=O)c2cc(C)nc3ccccc23)c(OC)c1	22%	4.0%	2%	-6%	25%
CCOc1ccc(S(=O)(=O)N2CCCC(C(=O)NCCN3CCOCC3)C2)cc1Cl (stereo not drawn)	-6%	1.2%	1%	-3%	-2%
CCC1=C(OC(=O)N(CC)CC)N2C(=O)OC(=NCC3CC3)[C@]2(Cc2ccccc2)[C@H]2C1=CC[C@H]1C(=O)N(CC)C(=O)[C@H]12	15%	i	-3%	20%	42%
COc1ccc(C(=O)N2CCC3(CC2)OCCO3)cc1	2%	0.4%	-5%	-3%	4%
COC(=O)c1ccc(CN2[C@H](C(=O)OC)C[C@@]3(O)[C@@H](O)[C@@H](O)[C@@H](O)C[C@@H]23)cc1	-5%	0.1%	-17%	-6%	-2%
CCN(CC)C(=O)c1nc[nH]c1C(=O)N1CCc2ccccc2C1	-8%	1.1%	/	-9%	-2%	inhibitors of VEEV 10K pilot screen=1.6
CC(C)=CCCC(C)CN1CCC(n2nccc2NC(=O)c2ccc3c(c2)OCO3)CC1 (stereo not drawn)	7%	i	4%	0%	54%
CC(=O)Nc1ccc(S(=O)(=O)/N=C2\SCCN2S(=O)(=O)c2ccc(NC(C)=O)cc2)cc1	-1%	0.3%	-11%	2%	23%	inhibitors of VEEV 10K pilot screen=1.2
Cc1ccc(/C=N/n2c(-c3ccco3)n[nH]c2=S)s1	4%	0.7%	0%	-4%	-12%
COc1cc(/C=C2\CC/C(=C\c3cc(OC)c(OC)c(OC)c3)C2=O)cc(OC)c1OC	63%	3.2%	-7%	-7%	9%
Cc1cc(=O)cc(C)n1-c1ccc(F)cc1F	-4%	0.7%	8%	-13%	-20%
CCC(C)(C)NC(=O)C(c1cccnc1)N(C(=O)c1csnn1)c1ccccc1 (stereo not drawn)	-3%	1.2%	-1%	13%	3%
O=C(NC(=S)Nc1ccc(N2CCOCC2)c(Cl)c1)c1cncc(Br)c1	-13%	8.1%	6%	3%	?
N#Cc1cn(CCOc2ccccc2F)c2ccccc12	5%	3.7%	5%	-3%	45%
COc1ccc(Br)cc1S(=O)(=O)N(CC(=O)N1CCN(C)CC1)c1ccccc1	-20%	1.1%	-7%	11%	-8%
O=C(CSCc1cnn(-c2ccccc2)c1-n1cccc1)NCCN1CCOCC1	-11%	0.6%	-11%	-10%	3%
COc1cccc(-c2nn(CCC#N)cc2C(=O)Nc2ccccc2Cl)c1	-1%	0.5%	-6%	1%	0%
O=C(c1cccs1)N(CCN1CCCCC1)CC1CCCN(C2CCCC2)C1 (stereo not drawn)	-4%	4.1%	-17%	10%	19%
Cc1cc(=O)c2cc(Cl)ccc2[nH]1	3%	0.0%	0%	-6%	-15%
CCCC(=O)OCC(=O)Nc1ccccc1C#N	-1%	1.3%	-1%	-4%	-20%
O=C(c1ccco1)N1CCN(S(=O)(=O)c2ccc(Br)s2)CC1	0%	i	-7%	2%	-4%
Cn1cnnc1SCC(=O)NC1CCCCC1	0%	0.4%	5%	-4%	-1%
O=C(CCNS(=O)(=O)c1cccs1)Nc1ccccc1F	7%	8.7%	-10%	-1%	22%
Cc1ccc(CNC(=O)C2CCCN(S(=O)(=O)c3cccnc3)C2)cc1 (stereo not drawn)	-8%	1.5%	3%	6%	-12%
CC(Sc1ccc(S(=O)(=O)N2CCCCCC2)cn1)C(N)=O (stereo not drawn)	/	0.1%	/	-6%	/
CCOC(=O)C(NC(=O)CC)(Nc1sc(C)c(CC)c1C#N)C(F)(F)F (stereo not drawn)	4%	1.4%	0%	6%	1%
CCOC(=O)c1c(C)c(C(=O)NCc2ccccn2)c(C)n1C	-3%	i	8%	5%	0%
Cc1cc(=O)[nH]c(COc2ccccc2)n1	-7%	0.6%	10%	-4%	-22%
COc1ccc(S(=O)(=O)NNC(=O)C2COc3ccccc3O2)cc1[N+](=O)[O-] (stereo not drawn)	-2%	5.0%	-3%	-7%	-22%
CCOC(=O)N1CCN(CC(=O)Nc2sc(CC)cc2C(=O)c2ccc(OC)cc2)CC1	?	2.9%	0%	3%	47%
CC(C)C(=O)Nc1ccc2c(c1)nc(CCN1CCCCC1)n2C	0%	0.9%	-6%	-18%	-5%
CC(C)(O)C#Cc1ccc(C(=O)NC2CCCCC2)s1	3%	0.7%	3%	-8%	?
CCCC[n+]1ccn(-c2nc3c([N+](=O)[O-])cccc3n2C)c1	-4%	1.2%	-7%	-4%	-2%
O=C(CN1C(=O)/C(=C\c2cccc(F)c2)Oc2ccccc21)N1CCN(c2ccccn2)CC1	-19%	i	-6%	3%	-4%
Cc1ccc(C(=O)n2nnc3ccccc32)cc1[N+](=O)[O-]	6%	1.0%	-6%	0%	15%
Cn1cnc([N+](=O)[O-])c1Oc1cccc2ccccc12	?	8.8%	8%	2%	?
CCCCN(C(=O)c1cc(-c2ccco2)nc2ccccc12)c1c(N)n(CCCC)c(=O)[nH]c1=O	0%	1.4%	-9%	-7%	51%
CCCCN1C(=O)/C(=C/C=C2\Oc3ccccc3N2CC)SC1=S	/	2.0%	/	14%	/
CCCCCSc1nc2c(c(=O)[nH]c(=O)n2C)n1CC	2%	i	-7%	2%	6%
O=C(NCc1ccc2c(c1)OCO2)C1CCN(c2ncccn2)CC1	0%	4.5%	-3%	-1%	-5%
O=C(NCC(=O)N(CC1CCCO1)C(C(=O)NC1CCCC1)c1ccc(F)cc1)c1ccco1 (stereo not drawn)	5%	i	-10%	0%	8%
CNC[C@H](O)c1ccc(O)c(O)c1	8%	i	-3%	1%	-4%
COC(=O)C1=C(C)NC(C)=C(C(=O)OC)C1c1cn(-c2ccccc2)nc1-c1ccco1	6%	i	13%	8%	18%	inhibitors of VEEV 10K pilot screen=4.4
Cc1cc(C)n2[nH]c(=O)c(N=Nc3ccccc3)c2n1	4%	1.6%	0%	-6%	-10%
CCOC(=O)NC(=S)Nc1c(C)n(C)n(-c2ccccc2)c1=O	0%	1.7%	3%	-9%	-2%
COC(=O)c1[nH]c2c(c1C(=O)OC)CCc1ccccc1-2	-2%	0.9%	-9%	-24%	7%
